# PostGolgi ctrl – growth of the yeast control strain, post-Golgi counter-screen; inhibition, % at 10 µM; 98,000 compounds, 5% hits; efflux-deficient yeast background strain, growth absorbance A615, 16 h; AID 738; in the data active = inhibition above about 30%
# S1P2 agonist – S1P2 (human) receptor agonism. O95136. S1P2-expressing cell line, agonist reporter read-out. activation, % at 4.5 µM. 97,000 compounds, 0.46% hits; in the data active = activation above about 16%;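 also: 0% = vehicle low control and 100% = maximal reference agonist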
# Target sequence (O95136 whole entry, looked up): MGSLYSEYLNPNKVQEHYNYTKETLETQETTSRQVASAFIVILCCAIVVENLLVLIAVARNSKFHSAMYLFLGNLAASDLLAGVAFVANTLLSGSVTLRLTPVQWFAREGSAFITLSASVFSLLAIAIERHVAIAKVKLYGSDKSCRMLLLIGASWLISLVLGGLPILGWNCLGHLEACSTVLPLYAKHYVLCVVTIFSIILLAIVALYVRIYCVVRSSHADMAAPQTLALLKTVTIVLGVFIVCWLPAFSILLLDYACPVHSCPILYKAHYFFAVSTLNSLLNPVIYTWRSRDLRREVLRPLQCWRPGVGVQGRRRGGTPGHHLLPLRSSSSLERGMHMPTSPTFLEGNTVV
# Fibroblast inh – blocks proliferation of human lung fibroblasts; LL 47 human lung fibroblast viability, ATP luminescence; stronger effect = lower value; viability, % at 10 µM; 85,000 compounds, 1.1% hits; AID 719;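 active = viability at or below 50% in the single dose screen; inactive = viability above 50%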;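 also: compound exposure lasted 72 h before the ATP readout; 100% = median luminescence of untreated cell-only wells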
#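 Test system: LL 47 human lung fibroblasts / Quantity: 1,150 cells in each well / Medium: IMEM growth medium with 15% fetal bovine serum / Incubation: 72 h compound exposure at 37 °C after overnight plating / Detection: CellTiter-Glo luminescence measuring cellular ATP / Read-out: % viability versus median cells-only luminescence / Benchmarks: cell-only wells, no compound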
# LYP act – activators of human LYP (PTPN22) phosphatase; Q9Y2R2; recombinant LYP, DiFMUP fluorescence; 0 = plate median, 100 = signal doubled; activation, % at 2 µM; 96,000 compounds, 0.11% hits; AID 697;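 active = activation at 2 µM above a set limit, the mean plus 5 SD, cut at about 37% in these data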
# HUVEC inhibit – inhibitors of human endothelial cell proliferation | HUVEC proliferation, CellTiter-Glo luminescence, 72 h; stronger effect = lower value | viability, % at 10 µM (by protocol) | 86,000 compounds, 1.1% hits | AID 648;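 active = viability at or below 30%; inactive = viability above 30%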;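 also: 100% = median luminescence of DMSO-only cell control wells on each plate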
# H69AR growth 86K – blocks growth of human H69AR lung tumor cells. H69AR lung tumor viability, ATP luminescence, 72 h; stronger effect = lower value. AID 598. 85,000 compounds, 6% hits. viability, % at 10 µM;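 active = viability at or below 40%; inactive = viability above 40%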;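 also: multidrug resistant small cell line overexpressing MRP-1 efflux transporter; 100% = mean luminescence of untreated control wells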
# S1P2 antag – blocks the human S1P2 receptor | 97,000 compounds, 0.21% hits | AID 736 | O95136 | cell-based S1P2 antagonist assay, inhibition at 5 uM | inhibition, % at 5 µM; in the data active = inhibition above about 45%;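 also: CRE beta-lactamase reporter cells expressing human S1P2 stimulated with S1P; 0% = agonist at EC80 alone and 100% = agonist plus reference antagonist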
# sEH activator – soluble epoxide hydrolase (human) activation | purified human sEH enzymatic activity, activator screen | activation, % at 2 µM | 91,000 compounds, 0.04% hits | P34913 | AID 717; in the data active = activation above about 37%; also: values of inactives mirror those of a sister screen read the other way
# Target sequence (P34913 whole entry, looked up): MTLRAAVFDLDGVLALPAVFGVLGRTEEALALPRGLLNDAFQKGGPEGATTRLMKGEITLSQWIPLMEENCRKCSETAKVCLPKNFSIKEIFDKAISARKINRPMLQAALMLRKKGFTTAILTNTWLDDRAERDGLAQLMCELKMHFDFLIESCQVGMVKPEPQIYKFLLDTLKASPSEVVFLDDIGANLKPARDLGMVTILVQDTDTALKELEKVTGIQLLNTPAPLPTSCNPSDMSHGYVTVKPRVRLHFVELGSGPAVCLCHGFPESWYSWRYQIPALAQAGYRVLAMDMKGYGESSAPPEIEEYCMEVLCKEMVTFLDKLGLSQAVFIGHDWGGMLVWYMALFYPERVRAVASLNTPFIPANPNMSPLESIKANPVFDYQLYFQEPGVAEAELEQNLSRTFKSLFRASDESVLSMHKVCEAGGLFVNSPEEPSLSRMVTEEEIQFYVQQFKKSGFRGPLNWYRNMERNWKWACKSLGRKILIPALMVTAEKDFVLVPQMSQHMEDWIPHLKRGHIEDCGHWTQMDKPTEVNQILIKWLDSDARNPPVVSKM
# sEH inhibitor – blocks human soluble epoxide hydrolase activity; AID 707; inhibition, % at 2 µM; 91,000 compounds, 0.34% hits; recombinant human sEH enzymatic activity assay; in the data active = inhibition above about 80%; also: values of inactives mirror those of a sister screen read the other way; many of its hits are not listed in these tables
# * = called active by the depositor; . = no result given.
# The first 17 compounds (preview)
SMILES,PostGolgi ctrl,S1P2 agonist,Fibroblast inh,LYP act,HUVEC inhibit,H69AR growth 86K,S1P2 antag,sEH activator,sEH inhibitor
CCC1CCC/C1=N\NC(=O)c1cc(C)[nH]n1 (configuration not stated),6,-2,.,0,.,.,6,6,-5
COc1ccc(CN2CCCC(C(=O)N(C)Cc3ccccc3)C2)cc1OC (configuration not stated),0,-3,100,5,94,83,10,.,.
CSc1cccc(NC(=O)CSc2ccc(Cl)cc2)c1,15,-3,99,-6,94,80,-2,-7,5
CN(C)CCCN=Cc1c(O)n(Cc2ccccc2)c(=O)c2ccccc12,2,-2,91,-7,82,94,-5,-2,2
CCN(C(=O)c1cccnc1)c1ccccc1,-5,-3,101,0,105,107,-3,9,-8
COC(=O)c1ccc(NC(=O)C2CC2)o1,-2,-6,.,6,.,.,28,2,-4
CC(=O)c1c(C)oc2ccc(NS(=O)(=O)c3ccc(O)c(C(=O)O)c3)cc12,0,-3,107,-11,92,97,12,6,-11
CO/N=C/c1ccc(Sc2ccc(C)cc2)c([N+](=O)[O-])c1,16,0,98,0,103,91,11,-3,6
CCNc1nc(NC(C)(C)C)nc(N2CCCC2)n1,.,0,81,0,75,67,-23,-1,3
COCCCN1C(=O)C(O)=C(C(=O)c2ccc(C)o2)C1c1cccc(Br)c1 (configuration not stated),26,-3,.,-3,.,.,15,4,-4
CCOC(=O)C1=C(C)NC2=C(C(=O)C(C(=O)OCC)C(c3ccc(OC)cc3)C2)C1c1ccccn1 (configuration not stated),10,0,105,0,86,97,7,4,-5
CC1CCCCN1C/C=C/c1ccccc1[N+](=O)[O-] (configuration not stated),11,-5,.,0,.,.,7,15,-12
COc1cccc(Nc2nnc(SCC(=O)N3CCOCC3)s2)c1,12,-9,99,4,97,94,10,.,.
CCn1c(SCC(=O)Nc2cc(NC(C)=O)ccc2OC)nnc1-c1ccncc1,-2,-2,95,11,80,92,3,7,-4
CC12CCC(c3c(C(=O)O)nn(-c4ccccc4)c31)C2(C)C (configuration not stated),4,-7,98,1,107,85,12,12,-15
CN(C)CC1CCCCC1C1(O)c2ccccc2CSc2sccc21 (configuration not stated),.,-3,90,-1,63,83,10,11,-11
O=C(Nc1c(C(=O)Nc2cccc3ccccc23)cnn1-c1ccccc1)c1ccco1,.,1,96,0,87,55,-4,7,-1

# All compounds of this part, previewed entries included:
SMILES,PostGolgi ctrl,S1P2 agonist,Fibroblast inh,LYP act,HUVEC inhibit,H69AR growth 86K,S1P2 antag,sEH activator,sEH inhibitor
CCC1CCC/C1=N\NC(=O)c1cc(C)[nH]n1 (configuration not stated),6,-2,.,0,.,.,6,6,-5
COc1ccc(CN2CCCC(C(=O)N(C)Cc3ccccc3)C2)cc1OC (configuration not stated),0,-3,100,5,94,83,10,.,.
CSc1cccc(NC(=O)CSc2ccc(Cl)cc2)c1,15,-3,99,-6,94,80,-2,-7,5
CN(C)CCCN=Cc1c(O)n(Cc2ccccc2)c(=O)c2ccccc12,2,-2,91,-7,82,94,-5,-2,2
CCN(C(=O)c1cccnc1)c1ccccc1,-5,-3,101,0,105,107,-3,9,-8
COC(=O)c1ccc(NC(=O)C2CC2)o1,-2,-6,.,6,.,.,28,2,-4
CC(=O)c1c(C)oc2ccc(NS(=O)(=O)c3ccc(O)c(C(=O)O)c3)cc12,0,-3,107,-11,92,97,12,6,-11
CO/N=C/c1ccc(Sc2ccc(C)cc2)c([N+](=O)[O-])c1,16,0,98,0,103,91,11,-3,6
CCNc1nc(NC(C)(C)C)nc(N2CCCC2)n1,.,0,81,0,75,67,-23,-1,3
COCCCN1C(=O)C(O)=C(C(=O)c2ccc(C)o2)C1c1cccc(Br)c1 (configuration not stated),26,-3,.,-3,.,.,15,4,-4
CCOC(=O)C1=C(C)NC2=C(C(=O)C(C(=O)OCC)C(c3ccc(OC)cc3)C2)C1c1ccccn1 (configuration not stated),10,0,105,0,86,97,7,4,-5
CC1CCCCN1C/C=C/c1ccccc1[N+](=O)[O-] (configuration not stated),11,-5,.,0,.,.,7,15,-12
COc1cccc(Nc2nnc(SCC(=O)N3CCOCC3)s2)c1,12,-9,99,4,97,94,10,.,.
CCn1c(SCC(=O)Nc2cc(NC(C)=O)ccc2OC)nnc1-c1ccncc1,-2,-2,95,11,80,92,3,7,-4
CC12CCC(c3c(C(=O)O)nn(-c4ccccc4)c31)C2(C)C (configuration not stated),4,-7,98,1,107,85,12,12,-15
CN(C)CC1CCCCC1C1(O)c2ccccc2CSc2sccc21 (configuration not stated),.,-3,90,-1,63,83,10,11,-11
O=C(Nc1c(C(=O)Nc2cccc3ccccc23)cnn1-c1ccccc1)c1ccco1,.,1,96,0,87,55,-4,7,-1
O=C1CCCC/C1=C\Nc1ccccc1C(=O)O,-7,-2,96,-11,89,83,8,.,.
CCn1c(=N)n(CC(O)c2ccccc2)c2ccccc21 (configuration not stated),5,0,98,16,108,101,-28,-4,2
COc1ccc(N2C(=O)CC(NC3CCCCNC3=O)C2=O)cc1 (configuration not stated),.,-8,106,4,94,89,-1,3,0
Cc1cccc(C)c1NC(=O)CN(C)CC(=O)Nc1ccccc1Br,5,-3,103,4,105,88,5,.,.
O=S(=O)(c1ccc2c(c1)OCCO2)N1CCN(c2nc3ccccc3s2)CC1,21,-7,.,3,.,.,1,.,.
COC(=O)c1ccc(NC(=O)c2cccc(Cl)c2)o1,8,-5,.,-5,.,.,7,-2,4
CCNC(=S)NNC(=O)CCn1c2ccccc2c2ccccc21,8,-1,.,3,.,.,3,1,0
COc1ccc(N2C(=O)CCC(C(=O)NCc3ccccn3)C2c2ccc(F)cc2)cc1 (configuration not stated),5,-6,102,2,109,95,0,-3,-2
O=C(NCc1nnc(SCC(=O)N2CCCC2)o1)c1c(F)cccc1Cl,9,-8,101,-4,101,90,13,-4,6
Cc1ccc(NC(=O)O/N=C2\CCCCC2c2ccc([N+](=O)[O-])cc2[N+](=O)[O-])cc1 (configuration not stated),19,-7,.,2,.,.,26,-6,5
O=C1CN=C(Nc2cccc(C(F)(F)F)c2)N1C1CCCC1,0,-7,92,7,94,61,-9,5,-4
COc1cccc(-c2nn(C)c3sc(C(=O)NCc4ccc(C)o4)cc23)c1,19,.,95,.,63,68,.,.,.
Cc1nonc1NC(=O)CSc1nnc(-c2ccoc2C)n1CC(C)C,5,-4,99,4,98,101,5,-11,11
Cc1cccc(NC(=O)CCSc2nc(C)cc(C)n2)c1,26,-7,.,7,.,.,18,9,-8
N#Cc1cc2c(nc1SCC(=O)Nc1sc3c(c1C#N)CCC3)CCCC2,-3,-5,84,-3,63,7.2*,3,.,.
CCOC(=O)c1cccc(NC(=O)c2cnc3ccccc3n2)c1,12,-3,111,10,78,81,-16,3,1
O=C(O)c1ccc2[nH]c3c(c2c1)CSCC3,-2,-5,101,-4,99,98,-21,6,-3
c1ccc(-c2ccc(OCCOCCn3cncn3)cc2)cc1,44*,0,101,7,106,101,1,0,2
O=C(NCCN1CCOCC1)c1cn(CCc2ccccc2)nn1,8,-2,102,8,92,96,-10,6,-4
O=C(NC1CCCCC1)N(CCO)Cc1cc2cc3c(cc2[nH]c1=O)OCCO3,-8,-9,86,-7,78,90,-11,-5,3
CCCC(=O)NC(C)C(c1cccs1)N1CCN(C)CC1 (configuration not stated),3,-6,100,2,90,97,10,.,.
COc1cc(NC(=O)CS(=O)(=O)c2ccc(C)cc2)cc(OC)c1OC,-6,2,97,8,96,88,-4,-4,7
CCN1CCN(Cc2ccc(NC(=O)Nc3ccc(OC)cc3)cc2)CC1,-8,.,101,.,95,89,.,.,.
Cc1ccc(SCCNC(=O)CN2C(=O)c3ccccc3S2(=O)=O)cc1,1,.,111,.,108,97,.,.,.
Cc1nc2cc(C(=O)NCCN3CCOCC3)ccc2n1-c1ccc(F)cc1F,12,.,96,.,88,102,.,.,.
CC(C)(C)NCc1cc2ccccc2[nH]c1=O,-2,-4,107,7,92,99,3,-2,2
Cn1c(=O)n(-c2cccc(Cl)c2)c(=O)n1C,9,-2,105,-4,94,95,2,6,-5
O=C(Nc1ccc(F)cc1Cl)c1ccc2c(=O)n3c(nc2c1)CCCCC3,-1,-4,.,-1,70,71,5,-9,8
C=CCOc1cccc(C2/C(=C(/O)c3ccc(Cl)cc3)C(=O)C(=O)N2CCN2CCOCC2)c1 (configuration not stated),3,-2,97,-3,94,95,-21,0,1
COc1ccc2cc3c(N)c(C(=O)NCc4ccco4)sc3nc2c1,4,6,111,3,90,82,-8,4,-6
Cc1noc(/C=C/c2ccco2)c1S(=O)(=O)N1CCC(C(=O)N2CCc3ccccc3C2)CC1,39*,-8,95,-18,63,67,30,.,.
CN(C)S(=O)(=O)c1ccc(C(=O)N2CCCC2c2nc3ccccc3s2)cc1 (configuration not stated),10,-11,101,5,113,96,12,15,-18
C/C(CC(=O)Nc1ccccn1)=N\NC(=O)C(=O)Nc1ccccc1C,14,-4,.,1,.,.,2,-6,6
O=C(CSc1nc2c([nH]c3ccccc32)c(=O)n1-c1cccc(Cl)c1)N1CCOCC1,-3,13,91,-8,83,100,5,8,-9
O=C(NC1CCCCC1)c1ccc(S(=O)(=O)NCc2ccco2)cc1,5,-5,97,1,89,91,10,-37,38
Cc1cccc2[nH]c(-c3ccc(NC(=O)c4ccco4)cc3)nc12,13,-5,109,-4,94,35*,3,.,.
Cc1cccc(NC(=O)CSc2nc(N)cc(N)n2)c1,.,-8,93,15,92,97,4,-8,7
CCC(=O)N1CCc2cc(S(=O)(=O)NCCC(=O)Nc3ccccc3C)ccc21,5,-5,102,6,86,97,-18,.,.
CCOC(=O)c1cc(-c2ccc(C#N)cc2)nc2c1c(C)nn2CCC#N,16,-3,84,0,92,88,-27,22,-18
CCCc1ncc(C(O)c2ccc(OC)cc2)n1C (configuration not stated),14,.,95,.,102,103,.,.,.
COCC(=O)NC1CCN(C(=O)NCc2ccccc2)CC1,15,3,98,3,94,106,-7,11,-13
CCC(=O)c1c[nH]c(C(=O)NCc2ccco2)c1,11,-3,.,16,.,.,-1,-3,6
O=C(NCCc1ccccc1)C1CCN(S(=O)(=O)c2cccnc2)CC1,-2,-4,98,2,104,102,1,-18,20
# Next section:
SMILES,PostGolgi ctrl,S1P2 agonist,Fibroblast inh,LYP act,HUVEC inhibit,H69AR growth 86K,S1P2 antag,sEH activator,sEH inhibitor
O=C(NCc1ccccc1)c1ccc(CN(c2ccccn2)S(=O)(=O)c2ccccc2)cc1,12,-3,99,-13,99,78,21,4,-5
CC(C)COc1ccc(CSCCNC(=S)Nc2ccccc2)cc1,19,-7,.,10,.,.,-25,-5,8
CCOC(=O)c1sc2nc(C)c3c(c2c1N)CC(C)(C)OC3,2,-8,98,11,116,86,-27,23,-26
CC(C)(C#CCN1CCCC1)OCCC#N,5,-3,100,-6,102,99,14,3,-4
COc1ccc(CNC(=O)c2cc(-c3cccs3)on2)cc1,-1,-6,101,-5,108,95,5,.,.
Cc1ccc(NS(=O)(=O)c2cccc(C(=O)O)c2)c(C)c1,-2,-5,108,-1,93,86,-1,-14,13

# This is a subset. The share of hits here may be higher or lower than overall.
